Screening results (PubChem)
TRHR ag – agonists of human TRH receptor | activation, % at 2 µM | 0.18% of 360,000 active | P34981 | TRHR cells, calcium flux fluo-8, FDSS agonist mode; in the data active means activation above about 30%; further: 0% is about no effect
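Fluo-8-loaded TRHR cells; 10 s baseline, compound added, kinetic Ca2+ fluorescence read 1/s, agonist mode.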
Pol beta inh – inhibitors of human DNA polymerase beta; Potency, µM (series often up to 114 µM), inactives show at the top dose activity change, negative = inhibition, actives largely listed as inhibitors; P06746; 1.3% of 340,000 active; Pol beta primer extension/strand displacement, fluorescence kinetic; further: potency means the concentration at half of the fitted maximal effect; on the % scale 0 is the no-effect control and ±100 the full control effect
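Values derive from four-parameter Hill fits of normalized kinetic data: reads at 0 and 10 min following addition of 50 nM substrate to 10 nM Pol beta preincubated 15 min with compound.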
APEX1 inh – APE1 (human) endonuclease inhibition; P27695; recombinant APE1, TAMRA/BHQ-2 abasic DNA cleavage fluorescence; Potency, µM (doses to about 65.8 µM), without a hit: at the top dose activity change, negative = inhibition, actives largely listed as inhibitors; 0.35% of 350,000 active; AID 2517;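 further: potency means the concentration at half of the fitted maximal effect; plate controls were vehicle for no effect and reference inhibitor for full effect; nearly all actives have a fitted effect of over 55% in size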
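Enzyme (0.75 nM final) and test compound are incubated 15 min at room temperature before adding 50 nM quenched THF abasic-site duplex. Cleavage dequenches TAMRA, followed at 525/598 nm over three reads one minute apart.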
Pol kappa inh – DNA polymerase kappa (human) inhibition. Q9UBT6. purified Pol kappa, fluorescent DNA synthesis assay, 10 min. Potency, µM (top dose mostly 107 µM), inactives show at the top dose activity, negative = inhibition, usual class: inhibitors. 0.53% of 400,000 active. AID 588579; further: potency means the concentration at half of the fitted maximal effect; on the % scale 0 is the no-effect control and ±100 the full control effect
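10 nM Pol kappa was preincubated with compounds for 15 min at room temperature. Reaction started with 50 nM (final) substrate. Fluorescence read kinetically at 0 and 10 min.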
BLM helicase inh – inhibitors of human Bloom syndrome helicase BLM. Potency, µM (series often up to 56.1 µM), for inactives: at the highest dose activity change, negative = inhibition, hits mostly inhibitors. 0.2% of 350,000 active. recombinant BLM DNA unwinding, fluorescence dequenching;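 further: potency means the concentration at half of the fitted maximal effect; plate controls were vehicle for no effect and no enzyme for full effect; nearly all actives have a fitted effect of over 35% in size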
ERG-DNA inh – blocks human ERG Ets domain binding to DNA; P11308; fluorescence polarization, His-ERG Ets domain / labelled DNA; Potency, µM (highest dose often 76.9 µM), for the others: at the top dose FP activity, negative = inhibition, most hits filed as inhibitors; 0.028% of 370,000 active; active means well fitted inhibition curve with a large enough effect in the polarisation, with a control signal flat; inconclusive means small, poorly fitted or top-dose-only effect, or effect the other way, or a change in a side signal; inactive means no such curve, though single readings can be large or run the other way; the % refers to the polarisation;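 further: polarization taken with two DNA probes labelled with fluorescein and Texas red; potency means the concentration at half of the fitted maximal effect; % of control where 0% means no effect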
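His-tagged ERG Ets domain (1 uM in the protein solution; 300mM KCl, 50mM Tris-HCl, 1mM EDTA, 1mM DTT, pH 7.5) received compound, then a probe mix of 5 nM fluorescein-DNA and 100nM Texas-615-DNA. Fluorescence polarization was read for both dyes.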
POLI inh – blocks human DNA polymerase iota activity | 1% of 390,000 active | Potency, µM (top dose mostly 115 µM), for the others: at the top dose activity, negative = inhibition, usual class: inhibitors | Q9UNA4 | AID 588590 | Pol iota fluorescent replication assay, 10 min; further: potency means the concentration at half of the fitted maximal effect
Target sequence (Q9UNA4 whole entry, looked up): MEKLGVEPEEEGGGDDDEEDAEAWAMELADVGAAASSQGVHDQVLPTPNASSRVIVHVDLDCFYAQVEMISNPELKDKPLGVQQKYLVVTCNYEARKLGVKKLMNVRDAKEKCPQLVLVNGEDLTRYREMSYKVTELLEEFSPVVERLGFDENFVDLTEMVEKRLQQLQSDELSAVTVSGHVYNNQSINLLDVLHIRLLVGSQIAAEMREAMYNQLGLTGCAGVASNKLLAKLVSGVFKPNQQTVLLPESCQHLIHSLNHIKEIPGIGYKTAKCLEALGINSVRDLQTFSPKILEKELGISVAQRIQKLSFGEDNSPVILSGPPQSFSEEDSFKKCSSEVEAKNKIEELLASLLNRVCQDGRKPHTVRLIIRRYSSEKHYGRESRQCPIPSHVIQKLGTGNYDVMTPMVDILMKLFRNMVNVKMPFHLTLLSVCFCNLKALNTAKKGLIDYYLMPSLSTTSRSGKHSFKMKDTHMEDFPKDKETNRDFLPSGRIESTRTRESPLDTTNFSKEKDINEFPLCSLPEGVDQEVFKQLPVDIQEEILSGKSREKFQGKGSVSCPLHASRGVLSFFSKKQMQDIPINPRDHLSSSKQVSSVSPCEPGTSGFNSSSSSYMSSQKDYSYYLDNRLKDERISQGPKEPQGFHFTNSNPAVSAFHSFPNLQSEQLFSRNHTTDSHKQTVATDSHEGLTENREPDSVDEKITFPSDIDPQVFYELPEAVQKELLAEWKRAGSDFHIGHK
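Fluorescent replication assay read twice, at 0 min and 10 min after adding 50 nM (final) substrate. Enzyme (10 nM) and compounds were first incubated 15 min at room temperature; enzyme-free buffer wells were negative controls.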
Apoferritin bind – binds horse apoferritin like a general anesthetic | Potency, µM (top dose mostly 77.5 µM), without a hit: at the highest dose activity change, negative = displacement, usual class: inhibitors | apoferritin/1-aminoanthracene competitive binding, fluorescence | 0.074% of 350,000 active | AID 485281; further: potency means the concentration at half of the fitted maximal effect; on the % scale 0 is the no-effect control and ±100 the full control effect; nearly all actives have a fitted effect of over 20% in size
Target sequence (P02791 2-175 limits assumed): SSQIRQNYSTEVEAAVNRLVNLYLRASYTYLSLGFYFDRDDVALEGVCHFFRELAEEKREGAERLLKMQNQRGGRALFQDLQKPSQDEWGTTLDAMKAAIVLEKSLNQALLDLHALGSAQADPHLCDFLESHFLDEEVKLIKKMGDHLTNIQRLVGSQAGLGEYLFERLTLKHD
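Probe: 1-aminoanthracene (50% saturated, PBS). Protein: horse-spleen apoferritin, 10 uM. Incubation: 10 min, room temperature. Detection: 380 nm excitation, 535 nm emission. Analysis: normalized response, four-parameter Hill.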
ALOX12 inh – blocks human arachidonate 12S-lipoxygenase; P18054; purified 12hLO, xylenol orange hydroperoxide absorbance; Potency, µM (series often up to 108 µM), inactives show at the highest dose activity change, negative = inhibition, most hits filed as inhibitors; 1.1% of 580,000 active; AID 1671190; further: potency means the concentration at half of the fitted maximal effect; on the % scale 0 is the no-effect control and ±100 the full control effect
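Hydroperoxide product was detected by ferrous iron/xylenol orange as the 573 to 405 nm absorbance ratio. Arachidonic acid at 40 uM (final) was turned over for 30 min at room temperature by 150 nM human 12hLO, pH 7.0 Hepes buffer, after 15 min compound preincubation.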
Starred values were filed as active, the others as inactive; u = inconclusive; x = no result given; & = joins results of further samples; [ ] = dose if it differs, or a comment. Unless noted, the call rests on the fitted dose curve; in most records, active means well fitted curve in the direction sought with a large enough effect; inconclusive means small, poorly fitted or top-dose-only effect, or another doubt; inactive means no such curve, though single readings can be large; an effect the other way counts as inactive or inconclusive. Some of the compounds tested; the hit share may differ from the screen's.

Letters: A = TRHR ag; B = Pol beta inh; C = APEX1 inh; D = Pol kappa inh; E = BLM helicase inh; F = ERG-DNA inh; G = POLI inh; H = Apoferritin bind; I = ALOX12 inh
CCC(CO)Oc1cc(NCc2ccccc2Cl)c2ncn(C(C)C)c2c1 (stereo not given)
  A = -0.5	B = x	C = 4%	D = -3%	E = x	F = 8%	G = u	H = x	I = -10%
S=C(NC1CCCCC1)NC1CC2CCC(C1)N2Cc1ccccc1 (stereo not given)
  A = 1.0	B = -2%	C = 4%	D = -1%	E = 0%	F = -4%	G = 60%[activator]	H = -15%	I = -19%
Cc1nn(C)c(Cl)c1C(=O)NCC(=O)O
  A = -0.4	B = 23%	C = -1%	D = 1%	E = 2%	F = -3%	G = 35%[activator]	H = 1%	I = 2%
O=C(CCNS(=O)(=O)c1cccc2nsnc12)NCc1ccco1
  A = 0.6	B = 3%	C = 12%	D = -3%	E = -3%	F = 69%[activator]	G = 46%[activator]	H = -3%	I = -34%
Cc1ccc2[nH]c(=O)c(CN(C)C(=O)c3ccccn3)cc2c1
  A = -0.1	B = 1%	C = 1%	D = -6%	E = 1%	F = -10%	G = -4%	H = -5%	I = 0%
Cc1ccc(N2CC(C(=O)Nc3cc(C(F)(F)F)ccc3N3CCCC3)CC2=O)cc1 (stereo not given)
  A = -0.3	B = x	C = -3%	D = -14%	E = x	F = 3%	G = 7%	H = x	I = -23%
Cc1ccc2nc(-c3ccc(N4C(=O)CC(N5CCCC(C)C5)C4=O)cc3)sc2c1 (stereo not given)
  A = -0.4	B = -15%	C = -7%	D = x	E = -7%	F = x	G = x	H = -16%	I = x
Cc1cccc(N2CCN(CCNC(=O)c3cc4c(s3)CS(=O)(=O)C4)CC2)c1C
  A = -0.4	B = 4%	C = 0%	D = -9%	E = 1%	F = x	G = 31%[activator]	H = u	I = 5%[57.4 µM]
O=C(COC(=O)c1ccco1)NC1CCCC1
  A = 0.9	B = 36%	C = 10%	D = -10%	E = 3%	F = -3%	G = 27%	H = 5%	I = 0%
O=C(O)c1cc2ccc3cccc4ccc(c1)c2c34
  A = -0.6	B = -1%	C = 23%	D = -12%	E = 5%	F = -5%	G = 33%	H = 9%	I = 74%

As a short view, 3 of the compounds above:
Letters: A = TRHR ag; B = Pol beta inh; C = APEX1 inh; D = Pol kappa inh; E = BLM helicase inh; F = ERG-DNA inh; G = POLI inh; H = Apoferritin bind; I = ALOX12 inh
Cc1cccc(N2CCN(CCNC(=O)c3cc4c(s3)CS(=O)(=O)C4)CC2)c1C
  A = -0.4	B = 4%	C = 0%	D = -9%	E = 1%	F = x	G = 31%[activator]	H = u	I = 5%[57.4 µM]
O=C(COC(=O)c1ccco1)NC1CCCC1
  A = 0.9	B = 36%	C = 10%	D = -10%	E = 3%	F = -3%	G = 27%	H = 5%	I = 0%
O=C(O)c1cc2ccc3cccc4ccc(c1)c2c34
  A = -0.6	B = -1%	C = 23%	D = -12%	E = 5%	F = -5%	G = 33%	H = 9%	I = 74%

Other structures follow:
Letters: A = TRHR ag; B = Pol beta inh; C = APEX1 inh; D = Pol kappa inh; E = BLM helicase inh; F = ERG-DNA inh; G = POLI inh; H = Apoferritin bind; I = ALOX12 inh
CCc1ccccc1NC(=O)CSc1nc2c(oc3ccccc32)c(=O)n1-c1ccccc1
  A = 0.3	B = u	C = x	D = 0%	E = -4%	F = 5%	G = 25%	H = -8%	I = u
Cc1[nH]c2ccccc2c1C(c1ccccn1)N1CCCC1 (stereo not given)
  A = -1.1	B = 2%	C = 5%	D = 5%	E = 2%	F = 4%	G = 21%	H = -7%	I = 16%
O=C(Nc1nncs1)c1cccc(S(=O)(=O)N2CCc3ccccc32)c1
  A = 0.5	B = -2%	C = 2%	D = -13%	E = -3%	F = -5%	G = 61%[activator]	H = -13%	I = 0%
CC1Cc2cc(S(=O)(=O)CCC(=O)Nc3ccc(OC(F)(F)F)cc3)ccc2N1C(=O)C1CC1 (stereo not given)
  A = 0.1	B = 16%	C = x	D = -2%	E = -4%	F = 10%	G = u	H = -8%	I = -17%
CCn1nc(C)cc1C(=O)NC1CC(C)(C)Cc2c1cnn2-c1cccc(F)c1 (stereo not given)
  A = -0.1	B = 29%	C = 17%	D = -14%	E = -4%	F = -11%	G = 27%	H = u	I = 0%
CN1CCC(=NNC(=O)CN(c2ccccc2)S(=O)(=O)c2ccccc2)CC1
  A = -0.9	B = 17%	C = 19%	D = -13%	E = -1%	F = -4%	G = 33%[activator]	H = -11%	I = 260%[activator]
O=C(CN1C(=O)CSc2ccc(S(=O)(=O)N3CCOCC3)cc21)NCc1cccnc1
  A = -0.1	B = -16%	C = 16%	D = 3%	E = 0%	F = 4%	G = u	H = -2%	I = 24%
COc1ccc(S(=O)(=O)Nc2ccc(N3CCOCC3)cc2)cc1Br
  A = -0.4	B = 2%	C = -1%	D = -11%	E = -15%	F = 13%	G = 7%	H = u	I = -9%
CCCC(=O)Nc1ccc(Cc2ccc(NC(=O)CCC)c(C(=O)O)c2)cc1C(=O)O
  A = 0.1	B = -28%	C = 3%	D = -21%	E = -5%	F = 0%	G = 8%	H = -5%	I = -15%
O=S(=O)(NCc1ccco1)N1CCCCCC1
  A = 1.6	B = -5%	C = 1%	D = -1%	E = 1%	F = 0%	G = 10%	H = u	I = 383%[activator]

(list continues)
Letters: A = TRHR ag; B = Pol beta inh; C = APEX1 inh; D = Pol kappa inh; E = BLM helicase inh; F = ERG-DNA inh; G = POLI inh; H = Apoferritin bind; I = ALOX12 inh
CC(=O)NC(CC(=O)OCC(=O)c1c(N)n(CC(C)C)c(=O)n(C)c1=O)c1ccccc1 (stereo not given)
  A = 0.1	B = x	C = 13%	D = -17%	E = x	F = -3%	G = 28%	H = x	I = 8%
O=C(CCC(=O)c1ccc(Cl)cc1)OCn1nnc2ccccc2c1=O
  A = x	B = x	C = -4%	D = -13%	E = x	F = 14%	G = 6%	H = x	I = -6%
O=C1COc2ccc(C(=O)COC(=O)CNC(=O)C3CCCCC3)cc2N1
  A = -0.2	B = 2%	C = u	D = 5%	E = 1%	F = 29%	G = 70%[activator]	H = u	I = -2%
CN1C(=O)C2(OCC(COc3ccc(Cl)cc3)O2)c2ccccc21 (stereo not given)
  A = -0.1	B = -2%	C = -12%	D = -16%	E = -11%	F = x	G = -2%	H = -10%	I = -14%
Cc1ccc(N(CC(=O)N2CCN(c3ccc(Cl)cc3)CC2)S(=O)(=O)c2c(C)nn(C)c2C)cc1
  A = -0.3	B = 27%	C = x	D = 6%	E = 1%	F = 0%	G = 11%	H = -9%	I = -7%
COc1ccccc1N1CCN(c2ccc(-c3ccccc3)nn2)CC1
  A = -0.9	B = 1%	C = 3%	D = -4%	E = 6%	F = x	G = -5%	H = -16%	I = u
O=C(c1cc2sccc2n1Cc1ccccc1)N1CCCc2ccccc21
  A = 0.4	B = -3%	C = 1%	D = -11%	E = -1%	F = -3%	G = 38%[activator]	H = 2%	I = 0%
COc1ccc(C2N(C(=O)C(F)(F)F)C(C)CN2S(=O)(=O)c2ccc(C)cc2)cc1 (stereo not given)
  A = 1.3	B = 25%	C = -21%	D = 10%	E = -14%	F = -7%	G = 89%[activator]	H = 2%	I = -1%
CCOC(=O)c1c(C)[nH]c(C)c1C(=O)CSc1nc(N)cc(=O)[nH]1
  A = 0.7	B = -1%	C = -4%	D = -9%	E = -2%	F = -9%	G = 15%	H = -2%	I = -7%
Cc1cc(C)cc(N)c1
  A = -0.2	B = x	C = 13%&1%	D = -8%	E = x	F = 13%	G = 19%	H = x	I = -1%

(listing goes on)
Letters: A = TRHR ag; B = Pol beta inh; C = APEX1 inh; D = Pol kappa inh; E = BLM helicase inh; F = ERG-DNA inh; G = POLI inh; H = Apoferritin bind; I = ALOX12 inh
COc1ccccc1N1CCN(S(=O)(=O)CCNC(=O)C23CC4CC(CC(C4)C2)C3)CC1
  A = -0.6	B = -19%	C = 5%	D = -17%	E = -2%	F = -12%	G = -9%	H = u	I = 3%
CS/C(=N\S(=O)(=O)c1cccs1)NC(=O)CSc1nc2ccccc2s1
  A = -0.2	B = u	C = 6%	D = -26%&-33%	E = -22%	F = -8%&-7%	G = u	H = -20%	I = u
Cc1ccc(C2=NN3C(=O)c4ccccc4C3C2)cc1 (stereo not given)
  A = -0.4	B = -1%	C = -3%	D = -6%	E = 1%	F = 3%	G = 12%	H = -8%	I = -11%
COc1ccccc1CN(Cc1nc2ccccc2c(=O)[nH]1)C(=O)Nc1ccc(C)cc1
  A = -0.6	B = 6%	C = -7%	D = -9%	E = -1%	F = x	G = 21%	H = -22%	I = 9%
Cc1ccc(S(=O)(=O)N(C)C)cc1NC(=O)COC(=O)/C=C/c1cccs1
  A = 0.1	B = x	C = 32%	D = -1%	E = x	F = -4%	G = 18%	H = x	I = -17%
Cc1cccc(C(=O)OCc2cc(=O)n3ccsc3n2)c1
  A = 0.1	B = 1%	C = x	D = -3%	E = -1%	F = -1%	G = 29%	H = u	I = -14%
Cc1c(NC(=O)c2c(F)cccc2F)c(=O)n(-c2ccccc2)n1C
  A = 0.3	B = 3%	C = 5%	D = -10%	E = 3%	F = 0%	G = -4%	H = -14%	I = 17%
O=C(O)c1cc(O)ccc1NC(=O)C1CCCO1 (stereo not given)
  A = 1.3	B = 31%	C = 17%	D = -13%	E = -5%	F = -6%	G = 4%	H = -4%	I = -14%
Cc1cc(C)cc(NC(=O)COC(=O)COc2ccc(N(C)S(=O)(=O)c3cccs3)cc2)c1
  A = x	B = x	C = -16%	D = -23%	E = x	F = 1%	G = 65%[activator]	H = x	I = 0%
C=C(C)COc1ccc(-c2n[nH]c(C)c2-c2ccccc2OC)c(O)c1
  A = -0.4	B = -21%	C = 6%	D = -11%	E = -18%	F = 2%	G = 9%	H = -19%	I = 439%[activator]
CCOC(=O)N1CCC(Nc2c(NCCN3CCN(c4cccc(Cl)c4)CC3)c(=O)c2=O)CC1
  A = 0.3	B = 3%	C = -2%	D = -8%	E = 1%	F = 4%	G = -13%	H = -3%	I = 1%
